# Anesthetic bind = binds horse apoferritin like a general anesthetic | P02791 | apoferritin/1-aminoanthracene competitive binding, fluorescence | Potency, µM (series often up to 77.5 µM), inactives show at the top dose activity change, negative = displacement, actives largely listed as inhibitors | hit rate 0.074% among 350,000; also: potency is read from the fitted curve at half-maximal effect; % is scaled to controls: 0 for no effect and ±100 for the full control effect; nearly all actives have a fitted effect of over 20% in size
# Target sequence (P02791 2-175 limits assumed): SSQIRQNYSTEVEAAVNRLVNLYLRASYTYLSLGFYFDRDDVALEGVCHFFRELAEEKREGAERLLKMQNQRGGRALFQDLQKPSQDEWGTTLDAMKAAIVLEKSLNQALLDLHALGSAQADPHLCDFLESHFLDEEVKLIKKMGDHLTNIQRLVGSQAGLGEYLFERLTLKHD
#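 Concentration-response curves derived by four-parameter Hill fitting of normalized fluorescence, where compounds displaced 1-AMA from 10 uM horse apoferritin following a brief 10 min room-temperature incubation; propofol titration acted as positive control.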
# 12-LOX inh = ALOX12 (human) lipoxygenase inhibition; AID 1671190; P18054; purified 12hLO, xylenol orange hydroperoxide absorbance; hit rate 1.1% among 580,000; Potency, µM (doses to about 108 µM), without a hit: at the top dose activity change, negative = inhibition, usual class: inhibitors; also: potency is read from the fitted curve at half-maximal effect; % is scaled to controls: 0 for no effect and ±100 for the full control effect
#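 Purified human 12hLO (150 nM final) in 25 mM Hepes, 0.01% Triton X-100, pH 7.0 was preincubated 15 min at room temperature with compound. Then 40 uM arachidonic acid was added, 30 min. Hydroperoxide was read by Fe-XO absorbance ratio 573/405 nm.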
# Pol iota inh = DNA polymerase iota (human) inhibition. Q9UNA4. Pol iota fluorescent replication assay, 10 min. Potency, µM (doses to about 115 µM), without a hit: at the highest dose activity, negative = inhibition, actives largely listed as inhibitors. hit rate 1% among 390,000; also: potency is read from the fitted curve at half-maximal effect
#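 Fluorescent replication assay read twice, at 0 min and 10 min after adding 50 nM (final) substrate. Enzyme (10 nM) and compounds were first incubated 15 min at room temperature; enzyme-free buffer wells were negative controls.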
# Pol kappa inh = blocks human DNA polymerase kappa activity | Potency, µM (doses to about 107 µM), for the others: top-dose activity, negative = inhibition, actives largely listed as inhibitors | AID 588579 | Q9UBT6 | hit rate 0.53% among 400,000 | purified Pol kappa, fluorescent DNA synthesis assay, 10 min; also: potency is read from the fitted curve at half-maximal effect; % is scaled to controls: 0 for no effect and ±100 for the full control effect
#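 Activity was followed as the change in fluorescence between reads at 0 and 10 min after starting the reaction with 50 nM substrate. Beforehand, 10 nM polymerase had been preincubated with compound for 15 min at room temperature.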
# BLM helicase inh = Bloom syndrome helicase (human) inhibition; P54132; recombinant BLM DNA unwinding, fluorescence dequenching; Potency, µM (series often up to 56.1 µM), for inactives: at the top dose activity change, negative = inhibition, hits mostly inhibitors; hit rate 0.2% among 350,000; AID 2528;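 also: potency is read from the fitted curve at half-maximal effect; plate controls were vehicle for no effect and no enzyme for full effect; nearly all actives have a fitted effect of over 35% in size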
# TRHR ag = activates the human TRH receptor; activation, % at 2 µM; P34981; TRHR cells, calcium flux fluo-8, FDSS agonist mode; AID 493084; hit rate 0.18% among 360,000; in the data active = activation above about 30%; also: 0% is about no effect
#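 Read-out: compound-evoked intracellular calcium rise in TRHR cells, fluo-8 dye, kinetic FDSS fluorescence at 1 s/cycle following a 10-cycle baseline. Cells cultured overnight before dye loading (30 min–1.5 h, RT).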
# POLB inh = blocks human DNA polymerase beta activity; Pol beta primer extension/strand displacement, fluorescence kinetic; Potency, µM (series often up to 114 µM), for the others: at the highest dose activity change, negative = inhibition, actives largely listed as inhibitors; hit rate 1.3% among 340,000; AID 485314; also: potency is read from the fitted curve at half-maximal effect; % is scaled to controls: 0 for no effect and ±100 for the full control effect
#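 Preincubation: enzyme (10 nM) with compound, 15 min, RT. Reaction: substrate added to 50 nM final. Reads: 0 and 10 min. Analysis: normalized, Hill fit.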
# ERG-DNA inh = inhibitors of human ERG Ets domain-DNA interaction | P11308 | fluorescence polarization, His-ERG Ets domain / labelled DNA | Potency, µM (titrated, usually from 76.9 µM), without a hit: top-dose FP activity, negative = inhibition, actives largely listed as inhibitors | hit rate 0.028% among 370,000; active = well fitted inhibition curve with a large enough effect in the polarisation, with a control signal flat; inconclusive = small, poorly fitted or top-dose-only effect, or effect the other way, or a change in a side signal; inactive = no such curve, though single readings can be large or run the other way; the % refers to the polarisation;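 also: polarization taken with two DNA probes labelled with fluorescein and Texas red; potency is read from the fitted curve at half-maximal effect; % of control where 0% means no effect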
# Target sequence (P11308 whole entry, looked up, the tested form may be a part): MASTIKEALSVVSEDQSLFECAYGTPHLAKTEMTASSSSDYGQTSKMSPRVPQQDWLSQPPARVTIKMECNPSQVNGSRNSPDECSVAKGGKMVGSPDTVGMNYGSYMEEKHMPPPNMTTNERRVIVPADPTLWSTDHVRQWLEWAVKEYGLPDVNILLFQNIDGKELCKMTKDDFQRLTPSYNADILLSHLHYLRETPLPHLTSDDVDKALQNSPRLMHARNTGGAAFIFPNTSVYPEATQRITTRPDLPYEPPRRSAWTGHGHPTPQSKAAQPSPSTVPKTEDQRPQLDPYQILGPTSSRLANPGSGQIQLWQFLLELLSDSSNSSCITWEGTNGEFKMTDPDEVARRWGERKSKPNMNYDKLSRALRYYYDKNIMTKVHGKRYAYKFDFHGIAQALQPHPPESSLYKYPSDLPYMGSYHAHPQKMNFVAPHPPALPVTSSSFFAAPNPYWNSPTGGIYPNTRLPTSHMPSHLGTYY
#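 His-tagged ERG Ets domain (1 uM in the protein solution; 300mM KCl, 50mM Tris-HCl, 1mM EDTA, 1mM DTT, pH 7.5) received compound, then a probe mix of 5 nM fluorescein-DNA and 100nM Texas-615-DNA. Fluorescence polarization was read for both dyes.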
# APEX1 inh = APE1 (human) endonuclease inhibition | P27695 | hit rate 0.35% among 350,000 | recombinant APE1, TAMRA/BHQ-2 abasic DNA cleavage fluorescence | AID 2517 | Potency, µM (doses to about 65.8 µM), for the others: top-dose activity change, negative = inhibition, most hits filed as inhibitors;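 also: potency is read from the fitted curve at half-maximal effect; plate controls were vehicle for no effect and reference inhibitor for full effect; nearly all actives have a fitted effect of over 55% in size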
# Target sequence (P27695 whole entry, looked up): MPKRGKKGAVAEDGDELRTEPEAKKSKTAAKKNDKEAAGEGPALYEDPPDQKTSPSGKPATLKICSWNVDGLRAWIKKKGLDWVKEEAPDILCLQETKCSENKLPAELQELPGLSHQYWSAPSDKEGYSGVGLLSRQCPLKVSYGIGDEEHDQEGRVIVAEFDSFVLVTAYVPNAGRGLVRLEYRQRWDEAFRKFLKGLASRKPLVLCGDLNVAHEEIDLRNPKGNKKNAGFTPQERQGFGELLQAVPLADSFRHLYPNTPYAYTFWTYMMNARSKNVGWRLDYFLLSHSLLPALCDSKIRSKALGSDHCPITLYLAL
#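 0.75 nM APE1 + cpd, 15 min RT; start w/ 50 nM TAMRA/BHQ-2 THF-abasic dsDNA; kinetic fluor 525/598 nm ×3 reads @60 s; Δ(read3−read1); normalized to DMSO and NSC13755 control wells.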
# * = called active by the depositor; ? = inconclusive; . = no result given; [ ] = dose if it differs, or a comment. Unless noted, calls follow the shape of the dose curve; as a rule, active = well fitted curve in the direction sought with a large enough effect; inconclusive = small, poorly fitted or top-dose-only effect, or another doubt; inactive = no such curve, though single readings can be large; an effect the other way counts as inactive or inconclusive.
SMILES,Anesthetic bind,12-LOX inh,Pol iota inh,Pol kappa inh,BLM helicase inh,TRHR ag,POLB inh,ERG-DNA inh,APEX1 inh
Cc1cccc(Cn2c(SCc3ccc(C(=O)N4CCC(C)CC4)cc3)nc3ccncc32)c1,-1%,-8%,-10%,-15%,-6%,0.1,20%,2%,.
COc1ccc(OC)c(CN2CCCC(C(=O)N3CCCCC3)C2)c1 (stereo not drawn),-14%,?,13%,-7%,2%,0.9,28%,-2%,15%
COC(=O)CN1C(=O)C(O)(CC(=O)c2ccc(C)o2)c2ccccc21 (stereo not drawn),3%,134%[activator],2%,-18%,-3%,0.7,3%,3%,1%
O=C(/C=C/c1cn(-c2ccccc2)nc1-c1cccnc1)N1CCCC1,-15%,-28%,-14%,10%,-3%,-2.7,0%,-7%,?
O=c1c(Cl)c(NC2CC2)cnn1-c1ccccc1,-6%,-2%,26%,-20%,1%,0.2,-11%,1%,-3%
COc1cc(C2Nc3ccccc3C(=O)N2NS(C)(=O)=O)c([N+](=O)[O-])cc1OC (stereo not drawn),-2%,?,184%[activator],-1%,-1%,0.3,-2%,3%,-11%
Cc1ccc(Sc2ncnc(N)c2[N+](=O)[O-])cc1,7%,-23%,28%,-2%,0%,-1.5,35%,0%,15%
COc1cccc(C(=O)Nc2c3c(nn2-c2cccc(C)c2C)CS(=O)(=O)C3)c1OC,-4%,24%,-3%,-3%,-3%,-1.4,2%,7%,-3%
CC(=O)Nc1ccc(NCC(O)COc2ccccc2)cc1 (stereo not drawn),-12%,?,17%,-13%,0%,-0.3,-8%,2%,1%
Cc1onc(-c2c(F)cccc2Cl)c1C(=O)N[C@@H]1C(=O)N2C(C(=O)O)C(C)(C)S[C@H]12 (stereo partly drawn),.,14%,10%,-2%,.,-0.3,.,-14%,9%
O=C(c1ccc(Cl)c([N+](=O)[O-])c1)N1CCN(c2ccccn2)CC1,0%,22%,19%,-8%,0%,0.4,7%,-2%,3%
CN(C)c1ccc(-n2cccc2)cc1,-5%,-37%,-10%,-1%,0%,-1.1,4%,?,5%
COc1cc(C2C(C#N)=C(N)N(c3ccc(F)cc3)C3=C2S(=O)(=O)CC3)ccc1O (stereo not drawn),-8%,?,55%[activator],-13%,-9%,0.2,32%[activator],41%[activator],-8%
CC(C(=O)Nc1ccc(C(=O)O)cc1)N1C(=O)c2ccccc2C1=O (stereo not drawn),0%,0%,13%,-9%,2%,0.1,19%,-3%,-1%
CCOC(=O)N1CCC(N2C(=O)c3ccc(C(=O)Nc4cccc(OC)c4)cc3C2=O)CC1,-8%,39%[activator],-9%,1%,-5%,-1.0,20%,7%,-4%
CCSC1=C(C#N)C(c2ccccc2Cl)C(C(=O)c2cccs2)C(O)(C(F)(F)F)N1 (stereo not drawn),-20%,9%,3%,-8%,-8%,-1.4,-10%,-7%,-2%
CCOC(=O)c1ccc(S(=O)(=O)N2CCC(C(=O)N3CCN(c4ccccc4OC)CC3)CC2)cc1,.,2%,-89%,?,.,.,.,6%[15.4 µM],.
O=C(O)c1ccc(-c2nc3ccccc3s2)o1,-8%,-12%,?,7%,-2%,-0.4,-17%,-1%,-4%
O=C(COc1ccccc1)Nc1ccc(NC(=O)c2ccco2)cc1,-5%,-1%,6%,0%,-5%,0.2,8%,7%,-6%
COc1ccc(N2CCCn3c2nc2c3c(=O)n(CCCc3ccccc3)c(=O)n2C)cc1,-11%,0%,.,.,-1%,0.0,0%,.,-6%

# Single records, as listed above.
# `O=C(COc1ccccc1)Nc1ccc(NC(=O)c2ccco2)cc1` as listed: Anesthetic bind: -5%; 12-LOX inh: -1%; Pol iota inh: 6%; Pol kappa inh: 0%; BLM helicase inh: -5%; TRHR ag: 0.2; POLB inh: 8%; ERG-DNA inh: 7%; APEX1 inh: -6%
# `O=C(O)c1ccc(-c2nc3ccccc3s2)o1` as listed: Anesthetic bind: -8%; 12-LOX inh: -12%; Pol iota inh: ?; Pol kappa inh: 7%; BLM helicase inh: -2%; TRHR ag: -0.4; POLB inh: -17%; ERG-DNA inh: -1%; APEX1 inh: -4%
# `O=C(c1ccc(Cl)c([N+](=O)[O-])c1)N1CCN(c2ccccn2)CC1` as listed: Anesthetic bind: 0%; 12-LOX inh: 22%; Pol iota inh: 19%; Pol kappa inh: -8%; BLM helicase inh: 0%; TRHR ag: 0.4; POLB inh: 7%; ERG-DNA inh: -2%; APEX1 inh: 3%

# The list goes on.
SMILES,Anesthetic bind,12-LOX inh,Pol iota inh,Pol kappa inh,BLM helicase inh,TRHR ag,POLB inh,ERG-DNA inh,APEX1 inh
C#CCN1C(=O)C2C(C(=O)NC)C3C=CC2(O3)C1C(=O)NCc1ccc(OC)cc1 (stereo not drawn),-15%,-23%,-1%,9%,-4%,0.2,13%,-2%,-6%
CNC(=O)/C(C#N)=C/c1c(N(Cc2ccccc2)Cc2ccccc2)nc2ccccn2c1=O,-5%,?,12%,5%,-9%,0.2,24%,14%,-3%
Cc1ccc(Oc2cc(C#N)c(C#N)cc2-n2nnc3ccccc32)cc1C,-8%,.,-4%,2%,-1%,0.5,77%,-15%,-2%
Cc1ccc(/C=C/C(=O)CCC(=O)O)cc1,-7%,-6%,7%,-6%,-3%,-0.2,45%,6%,-8%
Cc1cc(-c2ccc(C)c(S(=O)(=O)NCCCN3CCN(c4ccccc4)CC3)c2)on1,-10%,-3%,39%[activator],-4%,-2%,-0.4,0%,-8%,17%
O=C(c1ccc(Cl)c(S(=O)(=O)N2CCc3ccccc32)c1)N1CCN(c2ccccc2O)CC1,.,?,?,-27%,.,.,.,-4%,-20%
C[C@H](NC(=O)c1ccc(Cl)cc1)C(=O)NNC(=O)c1cccs1,.,4%,-9%,-6%,.,0.5,.,4%,24%
CCc1ccc(C2=C(C)C(N3CCC(C(=O)Nc4cccc(OC)c4)CC3)=NS2(=O)=O)cc1,?,?,9%,-18%,2%,-0.7,9%,-3%,.
Cc1ccc(C)c(CNC(=O)C2CCCCN2S(=O)(=O)c2ccc(F)cc2)c1 (stereo not drawn),-4%,-3%,-6%,3%,-1%,-0.9,7%,1%,.
CCN(CC)S(=O)(=O)c1ccc2nc(NC(=O)c3cccs3)sc2c1,-10%,0%,?,-5%,-13%,0.1,-1%,-8%,?
CCc1ccc(Nc2nnc(SCc3cc(=O)n4ccsc4n3)s2)cc1,?,?,3%,-25%,-17%,-0.4,?,-2%,6%
O=C(NCc1cccs1)C1CCCN(c2ncccn2)C1 (stereo not drawn),11%,-8%,5%,-2%,3%,-1.8,2%,1%,-3%
CC(NS(=O)(=O)c1ccc(CCC(=O)NCc2cccnc2)cc1)c1ccccc1 (stereo not drawn),-4%,-23%,5%,-19%,-1%,0.2,-1%,-1%,5%
CC1=[N+](CC(=O)c2ccccc2)CCn2cccc21,-15%,-8%,13%,-1%,-3%,1.1,10%,-1%,4%
Cc1ccccc1NC(=O)Cc1nc(COC(=O)c2nc(Cl)ccc2Cl)cs1,.,?,22%,8%,.,-0.1,.,2%,31%
O=C(NC1CCCC1)C(c1ccncc1)N(C(=O)c1ccco1)c1ccc(F)c(Cl)c1 (stereo not drawn),-3%,?,102%[activator],0%,1%,-0.2,100%,3%,0%
Cc1cc(C)cc(NC(=S)NCc2ccc3c(c2)OCO3)c1,.,?,-15%,2%,.,.,.,-2%,.
COC(=O)CC1C(=O)NCCN1C(=O)CSc1nc2cc(Cl)ccc2o1 (stereo not drawn),-3%,-9%,113%[activator],3%,2%,-0.1,-2%,15%,1%
Cc1ccc(C(=O)NC(=C(Cl)Cl)S(=O)(=O)c2ccccc2)cc1,-10%,-11%,-4%,-1%,-9%,0.0,-11%,-4%,0%
CN(CC(=O)Nc1ccc(OC(F)(F)F)cc1)C(=O)Cn1c(=O)cnc2ccccc21,.,234%[activator],4%,-28%,.,0.0,.,-7%,2%
CCCCCc1nc2c(=O)[nH]c3ccccc3c2o1,-6%,0%,11%,0%,0%,0.4,42%,-21%,-4%
COc1ccc(NC(=O)c2oc3ccccc3c2NC(=O)C(C)(C)C)cc1,-20%,2%,10%,-5%,-16%,0.2,3%,-2%,-8%
O=C(NC1CC(=O)N(c2ccc(F)cc2)C1)c1ccc(S(=O)(=O)N2CCOCC2)cc1 (stereo not drawn),-5%,-8%,12%,-10%[60.1 µM],1%,1.2,2%,1%,.
CC(COC(=O)c1ccccc1)(COC(=O)c1ccccc1)/[N+]([O-])=C/c1ccccc1,-8%,-3%,1%,-2%,-3%,-1.0,-18%,9%,-1%
COc1ccc(C(=O)N/N=C/c2ccc(OC)c(COc3ccc(F)cc3F)c2)cc1,-2%,-3%,13%,-12%,-5%,0.5,-13%,-1%,2%
COc1ccnc(N=CNOCc2ccc(Cl)cc2)c1C#N,2%,1%,30%[activator],-4%,0%,0.4,4%,-13%,2%
CCc1ccc(/C=C/C(=O)c2c(C)cc(C)[nH]c2=O)cc1,-23%,-7%,0%,-4%,-5%,-0.5,10%,-7%,?
COC(=O)C1=CN(Cc2ccc(F)cc2)C=C(C(=O)OC)C1c1ccc(O)c(OC)c1,1%,0%,-16%,1%,-6%,-0.6,-16%,17%,1%
Cc1ccccc1-n1nc(C(=O)O)cc1-c1ccccc1,-10%,17%,?,0%,-1%,0.2,1%,-3%,-1%
Cc1cc(OCC(C)C)ccc1/C(O)=C1/C(=O)C(=O)N(Cc2cccnc2)C1c1ccncc1 (stereo not drawn),-22%,0%,-2%,-13%,-3%,-0.5,8%,-8%,1%
O=C(Oc1ccccc1)c1ccc2nccnc2c1,-19%,-19%,16%,-11%,1%,0.1,-15%,6%,-2%
NC(=O)CC(NC(=O)c1ccccc1)c1ccc(N2CCN(c3ccc(F)cc3)CC2)c([N+](=O)[O-])c1 (stereo not drawn),?,?,11%,-5%,0%,0.1,2%,-3%,-14%

# High-throughput results: PubChem, National Center for Advancing Translational Sciences (NCATS)

# An excerpt; rates above refer to the full screens.
